PI4K2A block – PI4K2A (human) kinase inhibition. 0.13% of 420,000 active. Q9BTU6. activity change, negative = inhibition, % at 76.9 µM. purified PI4K2A, ADP-Glo luminescence, 1 h; active compounds read low; in the data active = activity change below about -50%; inconclusive = mostly about -30% to -49%;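 note: -100% = wells without enzyme as full effect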
Target sequence (Q9BTU6 whole entry, looked up): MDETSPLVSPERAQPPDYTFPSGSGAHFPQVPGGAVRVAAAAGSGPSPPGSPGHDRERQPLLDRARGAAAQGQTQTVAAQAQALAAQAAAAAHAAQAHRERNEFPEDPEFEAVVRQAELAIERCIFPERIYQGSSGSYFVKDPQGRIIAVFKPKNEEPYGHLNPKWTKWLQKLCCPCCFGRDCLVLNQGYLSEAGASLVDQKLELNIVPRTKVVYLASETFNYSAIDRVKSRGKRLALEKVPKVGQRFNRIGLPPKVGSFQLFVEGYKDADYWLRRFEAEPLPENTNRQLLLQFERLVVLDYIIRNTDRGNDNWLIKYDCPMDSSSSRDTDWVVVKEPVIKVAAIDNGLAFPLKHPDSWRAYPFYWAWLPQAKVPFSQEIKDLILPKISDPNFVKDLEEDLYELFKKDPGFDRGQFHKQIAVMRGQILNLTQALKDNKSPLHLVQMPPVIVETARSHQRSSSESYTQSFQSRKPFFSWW
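PI4K2A activity was measured by ADP-Glo luminescence: enzyme (4 ug/mL stock) and phosphatidylinositol (1.2 mM stock) in Tris pH 7.5/MgCl2/EGTA/Triton X-100 buffer were reacted with ATP (300 microM stock) for one hour at ambient temperature.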
PGK inhibitor – inhibitors of T. brucei phosphoglycerate kinase | PGK/GAPDH coupled, Kinase-Glo luminescence, 60 min | Potency, µM (top dose mostly 57.5 µM), for the others: at the top dose activity change, negative = inhibition, usual class: inhibitors | 0.043% of 380,000 active | AID 602233; note: potency is the fitted concentration of half-maximal effect; % is set by controls: 0 for no effect and ±100 for the full control effect; nearly all actives have a fitted effect of over 60% in size
Target sequence (P07378 whole entry, looked up): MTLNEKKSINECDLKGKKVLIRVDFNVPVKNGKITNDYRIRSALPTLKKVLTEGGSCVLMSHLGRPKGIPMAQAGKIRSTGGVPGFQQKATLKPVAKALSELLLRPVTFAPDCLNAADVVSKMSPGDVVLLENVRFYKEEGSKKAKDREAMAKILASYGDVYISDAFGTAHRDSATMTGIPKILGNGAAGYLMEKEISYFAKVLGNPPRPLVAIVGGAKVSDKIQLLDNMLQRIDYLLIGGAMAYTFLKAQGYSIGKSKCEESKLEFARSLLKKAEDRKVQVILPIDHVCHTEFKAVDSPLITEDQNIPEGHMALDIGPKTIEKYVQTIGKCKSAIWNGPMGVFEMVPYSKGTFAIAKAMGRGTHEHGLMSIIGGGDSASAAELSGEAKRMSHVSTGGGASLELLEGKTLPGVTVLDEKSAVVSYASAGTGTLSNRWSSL
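Luminescent ATP detection (Kinase-Glo Plus) follows a 60-minute room-temperature incubation, with wells lacking PGK as controls. Buffer: 100 mM TEA (pH 7.6), 5 mM MgCl2, 0.01% Tween-20. Coupling enzyme GAPDH (100 nM final) supplies unstable 1,3-BPG in-well.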
HP1b binding inh – HP1-beta chromodomain-methylated histone interaction inhibition. P83916. AlphaScreen HP1-beta / biotin-H3K9me3 peptide binding. Potency, µM (doses to about 114 µM), inactives show at the highest dose activity change, negative = inhibition, hits mostly inhibitors. 0.56% of 390,000 active; note: potency is the fitted concentration of half-maximal effect; nearly all actives have a fitted effect of over 70% in size; inactives centre near 23
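Compound inhibition of the preformed complex between 50 nM HP1-beta and 50 nM biotinylated H3K9me3 peptide was read by AlphaScreen. Buffer was PBS pH 7.4 with 0.01% Tween-20. Incubations ran 30 min at room temperature, with 10 ug/mL donor/acceptor beads.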
USP1-UAF1 inh – blocks the human USP1/UAF1 deubiquitinase complex. recombinant USP1/UAF1, Ub-Rhodamine cleavage fluorescence. O94782. 0.23% of 390,000 active. Potency, µM (top dose mostly 57.1 µM), for inactives: at the highest dose activity change, negative = inhibition, usual class: inhibitors; note: potency is the fitted concentration of half-maximal effect; % is set by controls: 0 for no effect and ±100 for the full control effect; nearly all actives have a fitted effect of over 60% in size; inactives centre near -12
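High-throughput fluorogenic screen: 1nM USP1/UAF1 complex, Ub-Rho substrate 150nM final, 50mM HEPES pH 7.8 with 0.5mM EDTA, 0.1 mg/ml BSA, 1mM TCEP and 0.01% Tween-20.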
rTrxR1 inhibitor – inhibitors of rat thioredoxin reductase 1. 1% of 390,000 active. recombinant rTrxR1, NADPH fluorescence consumption, selenite substrate. Potency, µM (series often up to 114 µM), inactives show top-dose activity change, negative = inhibition, most hits filed as inhibitors. O89049; note: potency is the fitted concentration of half-maximal effect; % is set by controls: 0 for no effect and ±100 for the full control effect; nearly all actives have a fitted effect of over 65% in size
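Rat TrxR1 (90 nM in the dispensed reagent) was pre-reduced with 400 uM NADPH for 5 min at room temperature, then incubated with compound for 15 min. After 400 uM selenite was added, NADPH fluorescence (Ex 340/Em 450 nm) was followed for 8 min.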
Pin1 inhibitor – human Pin1 inhibition; Q13526; Pin1 FP peptide displacement, HiFluor488, 10 min; Potency, µM (series often up to 115 µM), for inactives: at the highest dose activity, negative = inhibition, most hits filed as inhibitors; 0.009% of 390,000 active; active = well fitted inhibition curve with a large enough effect in the polarisation, with a control signal flat, not every such curve was filed as active; inconclusive = small, poorly fitted or top-dose-only effect, or effect the other way, or a change in a side signal; inactive = no such curve, though single readings can be large or run the other way; the % refers to the polarisation; note: potency is the fitted concentration of half-maximal effect; % is set by controls: 0 for no effect and ±100 for the full control effect
Target sequence (Q13526 whole entry, looked up): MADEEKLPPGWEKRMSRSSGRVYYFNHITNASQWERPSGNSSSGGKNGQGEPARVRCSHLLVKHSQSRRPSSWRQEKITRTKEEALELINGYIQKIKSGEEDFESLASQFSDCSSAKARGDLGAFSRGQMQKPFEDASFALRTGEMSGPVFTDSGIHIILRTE
IDH1 R132H inh – inhibitors of human mutant IDH1 R132H; O75874; Potency, µM (doses to about 76.6 µM), without a hit: at the highest dose activity change, negative = inhibition, actives largely listed as inhibitors; IDH1-R132H enzyme, NADPH consumption, diaphorase/resazurin fluorescence; 0.093% of 390,000 active; note: potency is the fitted concentration of half-maximal effect; % is set by controls: 0 for no effect and ±100 for the full control effect; nearly all actives have a fitted effect of over 65% in size
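IDH1-R132H (0.5 ug/mL dispensed) in pH 7.5 Tris buffer was preincubated 30 min with compound, then given a substrate mix of 0.016 mM NADPH and 2 mM alpha-KG for 80 min at room temperature; remaining NADPH was read by diaphorase/resazurin fluorescence.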
TrxR1 substrate – is turned over as a substrate by rat TrxR1; purified TrxR1 substrate turnover, NADPH consumption readout; Potency, µM (highest dose often 114 µM), inactives show at the highest dose activity change, negative = substrate turnover; 0.01% of 390,000 active; note: potency is the fitted concentration of half-maximal effect; % is set by controls: 0 for no effect and ±100 for the full control effect; nearly all actives have a fitted effect of over 50% in size
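Rat TrxR1, dispensed at 90 nM, was prereduced with 400 uM NADPH (final) for 5 min at ~22 deg C, then incubated with compound 15 min before 400 uM selenite. A first-read NADPH fluorescence drop versus no-compound background flagged substrates.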
GLS inh – inhibitors of human glutaminase (GLS) | O94925 | GLS enzymatic activity, qHTS titration | Potency, µM (doses to about 45.5 µM), for the others: at the top dose activity change, negative = inhibition, actives largely listed as inhibitors | 0.21% of 410,000 active | AID 624170; note: potency is the fitted concentration of half-maximal effect; % is set by controls: 0 for no effect and ±100 for the full control effect
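Enzyme dispensed in phosphate buffer (45 mM, pH 8.2, 0.02% Tween-20), compounds pinned in, then 1 mM L-glutamine solution and the glutamate oxidase–HRP–Amplex Red mix added; fluorescence read immediately and again after 30 min at room temperature.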
* = called active by the depositor; i = inactive; ? = inconclusive; nt = no result given; & = joins results of further samples; [ ] = dose if it differs, or a comment. Unless noted, calls come from the whole dose curve; as a rule, active = well fitted curve in the direction sought with a large enough effect; inconclusive = small, poorly fitted or top-dose-only effect, or another doubt; inactive = no such curve, though single readings can be large; an effect the other way counts as inactive or inconclusive. Some of the compounds tested. The share of hits here may be higher or lower than overall.

mol	IDH1 R132H inh	USP1-UAF1 inh	GLS inh	HP1b binding inh	Pin1 inhibitor	TrxR1 substrate	PI4K2A block	PGK inhibitor	rTrxR1 inhibitor
Cc1ccc(C(=O)C2CCN(C(=O)c3ccc(C)cc3)CC2)cc1	2%	-11%	4%	22%	-1%	-2%	-2	-2%	13%
Cc1ccc(CNC(=O)c2cn(C)c3ccc(S(=O)(=O)N(C)C4CCCCC4)cc3c2=O)cc1	0%	?	0%	9%	-2%	-2%	1	6%	14%
O=C(c1ccc2ccccc2c1)N1CCCCC1	-4%	-14%	-6%	31%	2%	-3%	4	0%	-13%
Cc1cccc(CS(=O)(=O)Cc2ccc(C(=O)NCCCN3CCCC3)o2)c1	4%	-5%	1%	17%	-1%	2%	0	-5%	1%
Cc1ccc(CNC(=O)C2CCCN(c3nc4ccsc4c(=O)s3)C2)cc1 (centres undefined)	-11%	-3%	-1%	19%	4%	17%	6	-4%	14%
COc1ccc(CNC(=O)c2cc3c(=O)n4cccc(C)c4nc3n(CC3CCCO3)c2=N)cc1 (centres undefined)	0%	-14%	-4%	55%[activator]	?	-6%[57.1 µM]	-1	i	18%[57.1 µM]
CCOC(=O)C(C)Sc1nnc(Cc2cc(=O)[nH]c(=O)[nH]2)n1-c1ccc(Cl)cc1 (centres undefined)	6%	-22%	7%	13%	?	2%	1	-8%	27%
CN(C)c1nc(C(N)=O)nc(N2CCOCC2)n1	15%	-6%	0%	35%	3%	-7%	-6	-1%	-10%
OC1(C#CCN2CCCC2)CCCCC1	0%	-9%	0%	21%	-12%	3%	-4	-6%	12%
COc1ccc(-c2nc3ncccc3o2)cc1NC(=O)c1cccs1	-4%	-8%	22%	6%	?	-7%	5	i	-10%
COc1cc(C(=O)OCC(=O)Nc2sccc2C(N)=O)cc(OC)c1OC	-1%	-19%	6%	22%	16%	-6%	6	i	-4%
CCSc1nc2[nH]ncc2c(=O)[nH]1	-3%	-17%	2%	17%	0%	3%	0	0%	15%
CS(=O)(=O)Nc1ccc(C(=O)NC2CCCC2)cc1	4%	-14%	3%	28%	0%	4%[57.1 µM]	1	10%	-2%
CCOc1ccccc1NC(=O)c1cccc2c1C(=O)N(C1CCCCC1)C2	-10%&0%	-11%&-29%	3%&0%	24%&23%	-5%&-7%	3%&-5%	-6&-2	-3%&-6%	36%&12%
CCCCn1c(N)c(N2CCOCC2)c(=O)n(CC(=O)NCCc2ccccc2)c1=O	7%	-2%	-1%	30%	-7%	-7%[57.1 µM]	4	i	36%[activator][57.1 µM]
CCOC(=O)Cn1c(=NC(=O)CC)sc2c(C)cc(C)cc21	2%	-21%	5%	12%	-1%	2%	-2	i	15%
COc1ccc(C(=O)NNC(=O)CCn2nnc(-c3ccc(C)cc3)n2)cc1OC	20%	-11%	5%	5%	6%	3%[57.1 µM]	1	-4%	6%[57.1 µM]
CCOC(=O)Cc1csc(NC(=O)c2cccnc2)n1	1%	-5%	-1%	15%	2%	-2%	-3	9%	-5%
CCOC(=O)C1C(=O)NC(c2ccccc2)=NC1c1ccc(Cl)cc1 (centres undefined)	5%	-21%	0%	7%	-1%	2%	3	2%	7%
COc1ccccc1C1C(C(=O)N2CCCCC2)=C(C)Nc2nc3ccccc3n21 (centres undefined)	-6%	-8%	-1%	21%	-9%	7%	-11	-1%	17%
Cc1ccc2nc(-c3cccs3)c(Nc3c(C)cccc3C)n2c1	?	-19%	1%	37%	-10%	53%[activator]	1	4%	13%
Cc1nnc(SCC(=O)Nc2ccccc2C(=O)NC2CC2)s1	3%	1%	1%	56%[activator]	1%	3%[57.1 µM]	1	8%	-8%[57.1 µM]
CCN(CC)c1ccc(/C=N/NC(=O)CCC(=O)NCc2ccccc2)c(O)c1	2%	-3%	28%	3%	-2%	-7%	-3	-2%	-1%
COc1ccc2c(C(=O)CN3CCSCC3)c[nH]c2c1	12%	-16%	1%	13%	?	-13%[11.4 µM]	-7	i	28%[11.4 µM]
Cn1cccc([N+](=O)[O-])c1=O	-8%	8%	2%	nt	nt	nt	-1	2%	nt
Cc1cc2oc(C(=O)N(Cc3cccs3)C3CCS(=O)(=O)C3)cc(=O)c2cc1Cl (centres undefined)	4%	10%	4%	14%	0%	6%[57.1 µM]	-1	-6%	6%[57.1 µM]
O=C(NCC1CCCN1S(=O)(=O)c1cccs1)c1cccc([N+](=O)[O-])c1 (centres undefined)	0%	-12%	-8%	9%	3%	9%[57.1 µM]	-1	-5%	39%[57.1 µM]
Cc1nc(CC(=O)Nc2cc(Cl)ccc2C)cs1	12%	-15%	6%	34%	5%	8%	0	i	8%
FC(F)(F)c1nc2ccccc2nc1N/N=C/c1ccc(Cl)cc1	7%	-16%	8%	-4%	-9%	-12%[57.1 µM]	-12	-8%	3%[57.1 µM]
O=C(NCCc1ccccc1Cl)c1sc2ncccc2c1-n1cccc1	0%	?	-8%	27%[57 µM]	31%[activator]	0%[57.1 µM]	-6	i	9%[57.1 µM]
Cc1ccc(CS(=O)(=O)Cc2ccc(C(=O)NCC3CCCO3)o2)cc1 (centres undefined)	3%	-19%	7%	12%	-4%	9%	-1	0%[11.5 µM]	10%
CCOC(=O)N1CCN(S(=O)(=O)N2CCCC(C(=O)NCCCN3CC(C)CC(C)C3)C2)CC1 (centres undefined)	10%	-11%	-2%	30%	-12%	0%	-2	3%	5%
O=C(c1cnn(-c2ccccc2)c1)c1cc(Br)ccc1O	0%	-18%	0%	40%	-5%	-3%	-2	-7%	0%
COc1ccc(-n2nnc(-c3nc(-c4cccs4)no3)c2N)cc1OC	-20%	-13%	-6%	8%	0%	5%	-3	8%	17%
N#Cc1ccccc1CSc1nnc(-c2ccncc2)o1	5%	-15%	3%	10%	-6%	1%	-6	-8%	0%
Cc1ccc(Cl)cc1NC(=O)CCS(=O)(=O)c1ccc2c(c1)n(C)c(=O)c(=O)n2C	5%	9%&5%	-3%&0%	19%	-2%	1%	-6&-1	3%	?
CCN(C(=O)Cn1cnc2cc([N+](=O)[O-])ccc2c1=O)C1CCS(=O)(=O)C1 (centres undefined)	-13%	-8%	5%	33%	-18%	1%	-1	11%	10%
CC(/C=C/c1ccco1)=N/NC(=O)c1ccc(C)nc1	-1%	-5%	7%	9%	-1%	-1%[57.1 µM]	-20	-9%	-10%[57.1 µM]
COc1ccc(C(c2nnnn2C(C)C)N2CCN(C(=O)c3ccco3)CC2)cc1 (centres undefined)	10%	-5%	-8%	20%	2%	9%[0.0914 µM]	6	3%	-20%[57.1 µM]
Cc1[nH]nc(N)c1-c1ccc(Cl)cc1	5%	?	10%	25%	-1%	3%[57.1 µM]	4	-1%	21%[57.1 µM]
Cc1cc(C)nc(NC(=O)/C=C/c2cccs2)c1	2%	-14%	22%	15%	0%	1%	-2	-5%	11%
CC1=C(C(N)=O)C(c2ccc(C)o2)C(C(N)=O)=C(C)N1	6%	-8%	1%	62%[activator]	-19%	1%	-2	i	?
Cc1ccccc1CN1CCCC(C(=O)Nc2ccc(-c3ccn[nH]3)cc2)C1 (centres undefined)	0%	-5%	10%	-2%	-4%	-4%	-4	-1%	15%
O=C(NCCCc1nc2ccccc2n1Cc1ccccc1Cl)C1CCCCC1	10%	-27%	0%	32%	4%	5%	-6	-6%	14%
Cc1cc2c(=O)n(Cc3ccco3)c(SCC(=O)N3CCCc4ccccc43)nc2s1	6%	-7%	0%	-4%	39%[activator]	-2%	3	-2%	-7%
COc1ccc(-c2cc(=O)oc3c(O)c(O)ccc23)cc1	0%	-9%	4.5µM*	-32%	?	-6%	-4	?	-10%[57.1 µM]
COc1cc(SC)ccc1C(=O)Nc1ccccc1C#N	3%	-14%	7%	72%[activator]	1%	-1%	5	3%	-1%
Cc1ccc2nc(CN3CCN(S(=O)(=O)c4ccc(C(C)C)cc4)CC3)oc2c1	13%	-23%	5%	44%[activator]	1%	-3%[57.1 µM]	-7	-1%	8%[57.1 µM]
CSc1ccc(CCCCCCOC(=O)C(C)(C)C)cc1	11%	-18%	-8%	145%[activator]	0%	6%	4	-4%	19%
CCCC1Cc2nc(N3CCCCC3)c(C#N)cc2CO1 (centres undefined)	3%	-13%	-5%	182%[activator]	-5%	68%[activator]	2	-16%	8%
CCSc1nc(O)c(CC)c(=O)n1C(C)CC (centres undefined)	13%	-13%	1%	27%	1%	-5%	-2	-3%	10%
O=C1C=C(c2cc3ccccc3s2)C[C@@H](c2ccc(Cl)cc2)C1	-8%	-19%	6%	45%[activator]	-1%	-4%	-1	-8%	11%

Rewritten as labelled records: 2 of the compounds above
O=C(c1cnn(-c2ccccc2)c1)c1cc(Br)ccc1O
- IDH1 R132H inh = 0%
- USP1-UAF1 inh = -18%
- GLS inh = 0%
- HP1b binding inh = 40%
- Pin1 inhibitor = -5%
- TrxR1 substrate = -3%
- PI4K2A block = -2
- PGK inhibitor = -7%
- rTrxR1 inhibitor = 0%

CCOc1ccccc1NC(=O)c1cccc2c1C(=O)N(C1CCCCC1)C2
- IDH1 R132H inh = -10%&0%
- USP1-UAF1 inh = -11%&-29%
- GLS inh = 3%&0%
- HP1b binding inh = 24%&23%
- Pin1 inhibitor = -5%&-7%
- TrxR1 substrate = 3%&-5%
- PI4K2A block = -6&-2
- PGK inhibitor = -3%&-6%
- rTrxR1 inhibitor = 36%&12%
